Source: PubChem BioAssay (several laboratories)
SRC2 inh: inhibits human steroid receptor coactivator 2; Q15596; HEK293 GAL4-SRC2 luciferase reporter, luminescence; inhibition, % at 9 µM; hit rate 0.17% among 370,000;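 active = inhibition above the mean inhibition of all tested compounds plus 3 SD, set per campaign, cut at about 52% in these data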;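 also: 0% = DMSO treated cells and 100% = cells given Gossypol at 36 µM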
EBV LMP1 NFkB: Epstein-Barr LMP1 NF-kappaB reporter inhibition. LMP1-induced NF-kappaB luciferase reporter cells, luminescence. inhibition, % at 12.5 µM. hit rate 0.69% among 350,000. AID 504558; in the data active = inhibition above about 41%;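 also: 0% = neutral control wells and 100% = reference inhibitor control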
TLR9-MyD88 inh: inhibitors of human TLR9-MyD88 binding | Q9NR96+Q99836 | CHO BLA complementation TLR9-MyD88, CCF4 FRET ratio | inhibition, % at 4.98 µM | hit rate 0.21% among 340,000;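 active = inhibition above the mean over all tested compounds plus 3 SD, cut at about 21% in these data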;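 also: 0% = DMSO only wells and 100% = clavulanate BLA inhibitor control wells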
SRC1 inh: inhibitors of human steroid receptor coactivator 1 (SRC1); Q15788; HEK293 GAL4-SRC1 luciferase reporter, luminescence; inhibition, % at 3.6 µM; hit rate 0.12% among 360,000; AID 588354;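 active = inhibition above the campaign mean plus 3 SD, with each screening campaign given its own cutoff, cut at about 60% in these data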;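 also: 0% = DMSO treated cells and 100% = gossypol at 36 µM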
NOD2-RIPK2 inh: NOD2-RIPK2 protein interaction inhibition; O43353; CHO BLA complementation NOD2-RIPK2, CCF4 ratio; AID 624267; inhibition, % at 4.98 µM; hit rate 0.38% among 360,000; in the data active = inhibition above about 21%;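 also: 0% = vehicle only and 100% = reference blocker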
NR5A2 inv ag: suppresses constitutive activity of human LRH-1 | O00482 | HEK293T StAR-luciferase reporter, LRH-1 transfected, 24 h | inhibition, % at 3.6 µM | hit rate 0.13% among 360,000;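 active = inhibition above the mean inhibition of all tested compounds plus 3 SD, cut at about 73% in these data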;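 also: 0% = DMSO wells and 100% = reporter-only cells lacking LRH-1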
MC4R ag barr: activates human MC4R beta-arrestin recruitment; P32245; U2OS MC4R beta-arrestin complementation, luminescence; percent of melanotan II response, DMSO zero; activation, % at 8.9 µM; hit rate 0.98% among 360,000;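 active = activation above a per-plate cutoff, the mean activation of sample wells on that plate plus 3 SD, cut at about 8% in these data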
MC4R antag cAMP: blocks human MC4R cAMP signaling. MC4R-expressing cells, MTII-stimulated cAMP, LANCE TR-FRET. inhibition, % at 6.5 µM. hit rate 0.48% among 360,000. AID 540295;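 active = inhibition above its plate's cutoff, the mean of tested wells on that plate plus 3 SD, cut at about 29% in these data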;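 also: 0% = Melanotan II alone and 100% = Melanotan II plus saturating MCL0020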
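System – human MC4R-expressing U2OS cells · Also added – Melanotan II · Dosing – one concentration, 6.5 µM nominal · Timing – 30-min compound, 1-h challenge, 1-h detection, room temperature · Measured by – Eu-cAMP/anti-cAMP TR-FRET, emission 671 nm · Replicates – singlicate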
NCOA3 inh: human NCOA3 inhibition | inhibition, % at 3.6 µM | hit rate 0.17% among 360,000 | AID 588352 | HEK293 GAL4-SRC3 luciferase reporter, luminescence;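 active = inhibition above a per-campaign cutoff, the mean of all compounds plus 3 SD, cut at about 60% in these data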;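 also: 0% = DMSO-treated cells and 100% = gossypol-treated cells at 36 µM; higher means less SRC3-driven luciferase light from the GAL4 reporter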
Target sequence (Q9Y6Q9 whole entry, looked up, the tested form may be a part): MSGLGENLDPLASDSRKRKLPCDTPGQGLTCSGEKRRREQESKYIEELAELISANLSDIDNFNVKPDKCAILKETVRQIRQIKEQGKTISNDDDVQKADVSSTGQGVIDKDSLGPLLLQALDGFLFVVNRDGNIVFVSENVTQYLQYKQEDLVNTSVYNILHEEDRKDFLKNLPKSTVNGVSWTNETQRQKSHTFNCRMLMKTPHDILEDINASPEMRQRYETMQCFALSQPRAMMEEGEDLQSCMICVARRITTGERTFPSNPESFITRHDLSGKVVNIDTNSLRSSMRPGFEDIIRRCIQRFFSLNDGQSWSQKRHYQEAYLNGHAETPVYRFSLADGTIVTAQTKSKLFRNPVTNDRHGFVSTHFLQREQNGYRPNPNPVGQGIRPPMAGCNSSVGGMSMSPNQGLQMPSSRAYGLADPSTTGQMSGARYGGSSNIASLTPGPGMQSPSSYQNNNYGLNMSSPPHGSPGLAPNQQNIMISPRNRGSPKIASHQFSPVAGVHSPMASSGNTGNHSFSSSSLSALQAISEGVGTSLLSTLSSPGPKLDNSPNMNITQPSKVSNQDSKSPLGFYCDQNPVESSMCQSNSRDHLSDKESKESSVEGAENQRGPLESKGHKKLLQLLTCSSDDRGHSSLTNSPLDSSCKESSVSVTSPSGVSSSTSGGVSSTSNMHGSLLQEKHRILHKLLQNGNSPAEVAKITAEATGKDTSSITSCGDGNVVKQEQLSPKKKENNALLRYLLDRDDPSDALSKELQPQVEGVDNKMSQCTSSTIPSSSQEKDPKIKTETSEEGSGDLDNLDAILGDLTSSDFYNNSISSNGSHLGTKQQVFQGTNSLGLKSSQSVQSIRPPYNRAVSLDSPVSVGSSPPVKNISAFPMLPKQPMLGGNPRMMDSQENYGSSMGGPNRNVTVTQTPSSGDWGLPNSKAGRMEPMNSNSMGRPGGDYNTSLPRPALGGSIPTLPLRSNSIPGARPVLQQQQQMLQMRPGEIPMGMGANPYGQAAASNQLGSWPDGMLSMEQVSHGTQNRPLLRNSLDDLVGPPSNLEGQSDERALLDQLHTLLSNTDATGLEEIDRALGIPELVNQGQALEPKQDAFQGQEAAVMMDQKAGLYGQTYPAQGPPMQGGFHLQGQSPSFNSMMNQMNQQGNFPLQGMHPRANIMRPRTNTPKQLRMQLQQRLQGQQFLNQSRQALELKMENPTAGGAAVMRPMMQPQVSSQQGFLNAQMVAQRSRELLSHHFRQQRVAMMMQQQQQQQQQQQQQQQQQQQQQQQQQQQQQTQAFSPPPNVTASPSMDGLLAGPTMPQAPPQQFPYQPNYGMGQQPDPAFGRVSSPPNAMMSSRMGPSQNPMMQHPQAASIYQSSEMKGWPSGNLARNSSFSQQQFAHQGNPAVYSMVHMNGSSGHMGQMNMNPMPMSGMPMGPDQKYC
ABHD5 PLIN5 PPI: inhibitors of human ABHD5-perilipin-5 interaction; Q00G26+Q8WTS1; Split G. princeps luciferase complementation, luminescence, 4 h; inhibition, % at 4 µM; hit rate 0.78% among 360,000; AID 602281;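 active = inhibition above the mean inhibition across every tested compound plus 3 SD, cut at about 22% in these data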;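 also: 0% = DMSO only wells and the 100% control is not disclosed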
NR2F2 inh: inhibitors of human COUP-TFII (NR2F2). HEK293T NGFI-A luciferase reporter, luminescence. P24468. hit rate 0.7% among 370,000. inhibition, % at 8.6 µM;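 active = inhibition above a per-plate cutoff, mean inhibition of test wells between control levels plus 3 SD, cut at about 38% in these data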;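 also: cells cotransfected with COUP-TFII expression vector driving the NGFI-A reporter; 0% = median of COUP-TF2 test wells and 100% = reporter-only cells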
Starred values were filed as active, the others as inactive; . = not tested or not shown.

Each structure is followed by: SRC2 inh	EBV LMP1 NFkB	TLR9-MyD88 inh	SRC1 inh	NOD2-RIPK2 inh	NR5A2 inv ag	MC4R ag barr	MC4R antag cAMP	NCOA3 inh	ABHD5 PLIN5 PPI	NR2F2 inh
CCNC(=O)/C=C/c1ccccc1[N+](=O)[O-]
 : -16.8	-1.1	-6.1	3.5	-6.0	7.7	-2.2	2.1	9.3	0.9	-9.4
CC1CCc2sc(C(=O)NN=C3CCC(c4ccccc4)CC3)cc2C1 (stereo unspecified)
 : -17.8	-11.3	-2.5	2.4	-7.6	8.9	2.1	-2.0	-6.5	-8.1	-11.5
Cn1c(NC(=O)c2ccc(S(=O)(=O)N3CCOCC3)cc2)cc(=O)n(C)c1=O
 : 16.2	-4.4	5.4	-13.2	3.8	-6.0	-0.8	-3.7	5.2	1.4	10.9
Cc1nc2ccccc2nc1N/N=C/c1ccc(O)cc1O
 : 4.9	13.0	5.0	9.0	2.6	-6.9	-2.4	-13.7	12.8	-3.9	-20.2
COC(=O)COc1ccc(-c2ccc(F)cc2)cc1C=O
 : 8.5	2.9	-6.1	-40.9	9.3	1.3	-2.8	-24.8	5.3	2.7	-32.2
O=C(Nc1nnc([C@@H]2C[C@H](O)[C@@H](CO)O2)s1)Nc1ccccc1Oc1ccccc1
 : -6.6	.	.	1.4	3.0	-1.9	-0.8	2.6	-1.9	8.0	-6.2
CC1CCN(S(=O)(=O)c2ccc(Cl)s2)CC1
 : 9.9	-1.0	-11.2	18.8	6.8	-3.9	0.4	6.1	16.6	-1.6	4.5
CN1C(C(=O)NCc2cccc(Br)c2)CC2Cn3c(nc4ccccc43)C21 (stereo unspecified)
 : -7.9	16.8	-4.1	0.3	3.6	1.8	1.1	-1.4	-4.4	-7.3	10.2
CCOC(=O)c1c(/N=C/N(C)C)sc(/C=N/Nc2ccccc2)c1-c1ccc(Cl)cc1
 : -0.6	6.9	4.0	-31.7	-5.9	-0.7	-1.1	11.8	19.7	-3.6	13.3
CS(=O)(=O)N(CC(=O)NCCSc1ccc(Cl)cc1)c1ccc2c(c1)OCO2
 : 7.6	3.9	-8.9	-4.8	-3.5	20.8	-1.0	-0.2	1.7	-2.8	-3.8
COc1ccc(NC(=O)c2ccc(F)c(F)c2)c2ccccc12
 : -1.5	0.3	-4.3	-7.0	-2.0	-11.3	20.7*	5.3	-15.0	-6.5	15.8
COc1ccc2[nH]c3c(c2c1)CCN1C(=O)N([C@@H](C)C(=O)NCc2c(F)cccc2Cl)C(=O)[C@]31C
 : -4.0	-6.3	7.6	-16.7	-11.9	-0.9	0.1	7.5	-5.5	-3.0	-7.1
C[C@@H]1CN([C@H](C)CO)C(=O)CCCn2cc(nn2)CO[C@H]1CN(C)C(=O)Nc1cccc(C(F)(F)F)c1
 : -3.6	-1.2	-10.9	-10.6	-5.6	9.2	-0.5	2.1	-1.2	1.5	8.0
COc1ccc(C(=O)NC2CCCc3c2cnn3-c2ccccc2F)cc1OC (stereo unspecified)
 : 15.2	25.7	-1.7	-14.7	-17.8	25.4	-2.0	-0.2	18.9	-1.7	49.9*
Cc1ccc(Cl)cc1NC(=O)CCC(=O)NCc1ccco1
 : 14.1	-5.6	-12.1	10.8	7.5	7.1	-0.7	-3.4	-3.9	-0.7	-10.3
CN(C(=O)c1ccc(NC(=O)Cc2cccc([N+](=O)[O-])c2)cc1)C1CCCC1
 : -0.3	-0.7	1.8	5.0	-7.1	19.3	-1.2	2.1	6.8	3.5	24.2
CC(=O)NC(NC(=S)Nc1ccc(S(N)(=O)=O)cc1)C(Cl)(Cl)Cl (stereo unspecified)
 : -11.7	-5.5	-4.7	-6.7	3.0	-6.6	-1.3	23.3	10.1	1.6	-5.0
COc1ccc(NS(=O)(=O)c2c(C(=O)N3CCCCCC3)c(C)n(C)c2C)cc1OC
 : -4.7	2.8	-8.2	7.8	-5.0	-20.6	2.9	9.4	4.4	-6.0	-8.1
O=C(NCCCO)/C(=C\c1cn(-c2ccccc2)nc1-c1cccnc1)NC(=O)c1ccccc1
 : -24.6	-8.5	2.0	8.4	2.6	0.1	-0.9	-9.6	0.5	-1.6	-26.5
Cn1c(=O)c2cc(NC(=O)NCc3ccc(F)cc3)ccc2n1C
 : -40.9	.	.	1.3	-8.8	-19.0	-2.3	-2.4	-31.8	-11.4	-5.0

3 entries already listed, sorted by the number in MC4R ag barr, falling:
canonical_smiles,SRC2 inh,EBV LMP1 NFkB,TLR9-MyD88 inh,SRC1 inh,NOD2-RIPK2 inh,NR5A2 inv ag,MC4R ag barr,MC4R antag cAMP,NCOA3 inh,ABHD5 PLIN5 PPI,NR2F2 inh
O=C(Nc1nnc([C@@H]2C[C@H](O)[C@@H](CO)O2)s1)Nc1ccccc1Oc1ccccc1,-6.6,.,.,1.4,3.0,-1.9,-0.8,2.6,-1.9,8.0,-6.2
O=C(NCCCO)/C(=C\c1cn(-c2ccccc2)nc1-c1cccnc1)NC(=O)c1ccccc1,-24.6,-8.5,2.0,8.4,2.6,0.1,-0.9,-9.6,0.5,-1.6,-26.5
CCNC(=O)/C=C/c1ccccc1[N+](=O)[O-],-16.8,-1.1,-6.1,3.5,-6.0,7.7,-2.2,2.1,9.3,0.9,-9.4

Filtered by structure, the entries above with two or more sulfur atoms.
Each structure is followed by: SRC2 inh	EBV LMP1 NFkB	TLR9-MyD88 inh	SRC1 inh	NOD2-RIPK2 inh	NR5A2 inv ag	MC4R ag barr	MC4R antag cAMP	NCOA3 inh	ABHD5 PLIN5 PPI	NR2F2 inh
CC1CCN(S(=O)(=O)c2ccc(Cl)s2)CC1
 : 9.9	-1.0	-11.2	18.8	6.8	-3.9	0.4	6.1	16.6	-1.6	4.5
CS(=O)(=O)N(CC(=O)NCCSc1ccc(Cl)cc1)c1ccc2c(c1)OCO2
 : 7.6	3.9	-8.9	-4.8	-3.5	20.8	-1.0	-0.2	1.7	-2.8	-3.8
CC(=O)NC(NC(=S)Nc1ccc(S(N)(=O)=O)cc1)C(Cl)(Cl)Cl (stereo unspecified)
 : -11.7	-5.5	-4.7	-6.7	3.0	-6.6	-1.3	23.3	10.1	1.6	-5.0

Additional entries follow.
Each structure is followed by: SRC2 inh	EBV LMP1 NFkB	TLR9-MyD88 inh	SRC1 inh	NOD2-RIPK2 inh	NR5A2 inv ag	MC4R ag barr	MC4R antag cAMP	NCOA3 inh	ABHD5 PLIN5 PPI	NR2F2 inh
CCCN(S(=O)(=O)c1ccc(OCC)cc1)S(=O)(=O)c1cccs1
 : 5.2	9.3	-0.4	3.0	-5.4	-9.3	-0.9	-0.1	2.9	-9.1	-7.0
COCCn1c(=S)[nH]c2cc(C(=O)NCCc3ccc(OC)c(OC)c3)ccc2c1=O
 : -1.2	2.2	-3.2	-22.4	-8.4	-4.7	0.0	6.1	5.7	-3.7	1.3
COc1ccccc1NC(=O)COC(=O)CCn1c(C)csc1=O
 : -15.4	-8.3	1.4	-8.2	-8.6	1.6	-0.2	-1.2	5.6	-0.5	-3.6
COc1ccc(C2CC(c3cccs3)=NN2S(C)(=O)=O)cc1OC (stereo unspecified)
 : 0.6	6.9	4.4	-1.0	5.9	4.9	0.2	-5.3	-2.6	-10.1	-5.0
CCCS(=O)(=O)NC(=O)C1(C)CCCN(C(=O)c2cccc(C(F)(F)F)c2)C1 (stereo unspecified)
 : 14.2	.	.	-1.9	9.7	16.1	2.5	8.6	-5.3	6.4	-12.8
O=C(O)CC(C(=O)O)C(=Cc1ccccc1)c1ccccc1 (stereo unspecified)
 : 15.8	-9.0	-5.9	-17.6	-2.6	-10.2	0.4	8.2	-10.3	1.3	4.9
CC(=O)c1cccc(NC(=O)COc2ccc(S(=O)(=O)N3CCCCC3)cc2)c1
 : -16.1	-12.5	-5.8	-10.6	-6.5	1.5	-1.1	2.4	13.1	-4.2	-4.3
C/C=C\C=C\C(=O)N1CC2(CC(c3cccc(NC(=O)COc4ccc(Cl)cc4)c3)=NO2)C[C@H]1C(N)=O (stereo partly specified)
 : 18.7	4.1	-1.8	-10.3	-3.0	-38.1	-0.2	4.6	-10.3	3.6	-6.8
O=C1CN(N=Cc2ccco2)C(=O)N1
 : -29.8	-0.7	-8.2	-9.5	-1.3	5.9	2.6	13.1	-11.8	-4.0	-2.9
O=C(O)CN1C(=O)/C(=C\c2ccccc2OCc2ccc(Cl)cc2Cl)SC1=S
 : 26.7	44.1*	-2.8	39.0	-6.4	5.5	2.7	3.3	-38.7	-10.8	21.6
CCCc1cc(Nc2c(C)n(C)n(-c3ccccc3)c2=O)n2c(nc3ccccc32)c1C#N
 : -17.8	2.2	-19.5	2.0	-6.0	-7.5	-0.5	7.5	15.0	-7.0	-3.7
Cc1cc(C)cc(OCC(=O)Nc2cnn(CCCC(=O)O)c2)c1
 : 31.8	1.7	-6.7	-28.1	-14.3	-21.1	-0.2	18.4	3.7	-4.4	-2.3
CCCNC(=O)NC(=O)COc1ccc(-c2ccc(C#N)cc2)cc1
 : 1.1	-3.1	-2.5	-6.8	-2.7	17.9	3.9	-1.6	5.2	0.4	-10.8
CC1CCC(NC(=O)C2CCN(c3cnccn3)CC2)CC1 (stereo unspecified)
 : -0.4	0.5	-3.5	-3.3	0.6	-12.2	-1.8	1.3	-18.0	-6.4	11.2
NC(=O)c1ncn([C@@H]2O[C@H](CNCc3ccc(OCC(=O)Nc4nccs4)cc3)[C@@H](O)[C@H]2O)n1
 : -12.2	2.9	-0.6	4.6	-5.3	-4.9	0.4	-3.0	-12.7	-3.3	-8.1
CCCn1nc(C(=O)Nc2ccc3c(c2)OCO3)c2ccccc2c1=O
 : -16.9	-3.3	3.2	-7.8	-2.5	-8.6	0.0	2.8	-29.0	5.7	-14.7
CCc1ccc(/C=C2/C(=O)N(CC)C(=S)N2C)s1
 : 3.4	0.1	14.4	-10.2	-5.4	4.3	0.5	9.4	-5.0	2.1	-0.1
O=C1CC(c2ccccc2)Sc2nc3ccccc3n21 (stereo unspecified)
 : -61.1	-15.5	-5.0	-105.7	-4.0	-158.7	-0.2	15.8	-79.2	-3.5	-43.6
Cc1ccc(S(=O)(=O)N(C)CCCC(=O)NCc2ccc3c(c2)OCO3)cc1
 : 13.4	3.4	-7.3	-9.9	-1.1	-0.8	-1.7	9.8	18.4	-3.3	-9.9

A portion of the library; count on the stated rates, not on these rows.
